Screening results deposited in PubChem by National Center for Advancing Translational Sciences (NCATS).
GLP-1R inv ag = inverse agonists of human GLP-1 receptor. P43220. HEK293 GLP-1R CRE-luciferase, luminescence, 24 h; GLP-1R form is constitutively active. Potency, µM (doses to about 38.3 µM), inactives show top-dose activity change, negative = inhibition, usual class: inhibitors. hit rate 1.6% among 410,000; note: potency is the fitted concentration of half-maximal effect; % is set by controls: 0 for no effect and ±100 for the full control effect; nearly all actives have a fitted effect of over 55% in size
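HEK293 cells stably co-expressing a cAMP-responsive luciferase reporter and constitutively active GLP-1R were seeded, incubated 12 h, then exposed to compounds for 24 h at 37 C. Luminescence was read 12 min after detection reagent; inverse agonists lower signal.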
GLP1R ag = activates the human GLP-1 receptor | Potency, µM (top dose mostly 45.6 µM), without a hit: at the highest dose activation, actives largely listed as activators | HEK293 GLP-1R CRE-luciferase, luminescence, 4-6 h; cells express a hypersensitive GLP-1R form | AID 624172 | hit rate 0.007% among 380,000 | P43220; note: potency is the fitted concentration of half-maximal effect; % of control where 0% means no effect
TDP43 rescue = inhibitors of TDP-43 toxicity in yeast; TDP-43 expressing yeast growth rescue, BacTiter-Glo, 24 h; Potency, µM (top dose mostly 46.1 µM), without a hit: top-dose growth rescue (activation), actives largely listed as activators; hit rate 1.8% among 410,000; AID 652104; note: potency is the fitted concentration of half-maximal effect; % of control where 0% means no effect; nearly all actives have a fitted effect of over 50% in size
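In this qHTS, compounds that restore growth of yeast expressing TDP-43 appear as activators. Cells (OD600=0.02, galactose medium, raffinose-pregrown) are incubated with compound 24 hr at 30 deg C and growth is quantified by BacTiter-Glo.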
DRD3 antagonist = blocks the human D3 dopamine receptor; P35462; D3R cells, DiscoveRx beta-arrestin luminescence, antagonist mode; active compounds read low; max response, negative = inhibition, %; hit rate 2.5% among 360,000; AID 652054; in the data active = max response below about -50%; inconclusive = no clear call, values can overlap the other calls; note: % is set by controls: 0 for no effect and ±100 for the full control effect; mostly tested at two doses, the higher about 12 µM
Target sequence (P35462 whole entry, looked up): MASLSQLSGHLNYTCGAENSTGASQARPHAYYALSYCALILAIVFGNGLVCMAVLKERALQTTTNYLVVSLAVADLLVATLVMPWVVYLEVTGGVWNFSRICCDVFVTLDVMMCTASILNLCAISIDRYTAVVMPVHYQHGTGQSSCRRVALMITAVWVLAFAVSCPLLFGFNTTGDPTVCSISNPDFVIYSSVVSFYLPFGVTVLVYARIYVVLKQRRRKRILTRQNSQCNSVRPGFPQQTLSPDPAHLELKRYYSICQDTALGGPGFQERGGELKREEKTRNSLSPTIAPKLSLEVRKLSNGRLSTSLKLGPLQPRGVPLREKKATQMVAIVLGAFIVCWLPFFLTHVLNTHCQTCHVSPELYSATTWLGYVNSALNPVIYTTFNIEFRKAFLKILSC
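Cells expressing the human receptor were seeded at 1500 cells/well, incubated overnight at 37 degrees C in 5% CO2, then exposed to library compounds with dopamine controls for 90 minutes at 37 degrees C before luminescent detection.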
Abeta rescue = compounds reversing amyloid beta toxicity in yeast; yeast expressing A-beta42, growth rescue, OD600, 48 h; response scale: 0% DMSO, 100% iron-clioquinol control; Potency, µM (doses to about 46.1 µM), for the others: top-dose growth rescue, actives largely listed as activators; hit rate 0.063% among 410,000; AID 1347071; note: potency is the fitted concentration of half-maximal effect; nearly all actives have a fitted effect of over 55% in size
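Yeast A-beta toxicity model in growth medium with pinned compounds, 48 h at 30 C; growth read as absorbance at 600 nm. Normalized to FeCl3/clioquinol equimolar mix (positive) and DMSO (negative).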
pAkt inh = blocks phosphorylation of Akt; Neuro2A IGF-stimulated pAkt S473 HTRF, 20 min; active compounds read low; activity change, % for hits at 50 µM; hit rate 0.32% among 360,000; AID 651550; in the data active = activity change below about -80%; inconclusive = mostly about -51% to -80%; note: % is set by controls: 0 for no effect and ±100 for the full control effect
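Neuro2A cells in DMEM with 0.5% FBS, overnight at 37 deg C, given compound at single 50 µM final, then IGF (6 nM final) for 20 min at 37 deg C. Lysed; phospho-Akt Ser473 by HTRF after 24 h, 665/615 ratio.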
aSyn yeast inh = inhibitors of alpha-synuclein toxicity in yeast; Yeast expressing alpha-synuclein, growth rescue, BacTiter-Glo, 24 h; Potency, µM (doses to about 46.1 µM), for inactives: top-dose growth rescue (activation), actives largely listed as activators; hit rate 0.14% among 370,000; AID 652106; note: potency is the fitted concentration of half-maximal effect; % of control where 0% means no effect; nearly all actives have a fitted effect of over 65% in size
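Screening used galactose-induced yeast with toxic alpha-synuclein levels, exposed to compound for 24 hr at 30 deg C. Cell growth, read with BacTiter-Glo luminescence, gave the measured signal.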
FUS yeast rescue = FUS proteinopathy suppression in yeast; Potency, µM (titrated, usually from 76.6 µM), without a hit: top-dose growth rescue (activation), most hits filed as activators; AID 1347120; hit rate 0.24% among 390,000; S. cerevisiae FUS-expressing, growth rescue, OD600, 24 h;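 note: potency is the fitted concentration of half-maximal effect; plate controls were DMSO vehicle for no effect and reference control for full effect; nearly all actives have a fitted effect of over 55% in size; some results filed as inactive show a strong effect at the top dose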
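Galactose (2%) drives FUS expression in yeast precultured in raffinose; seeding density OD 0.005. Test compounds incubated 24hr at 30C and 99% humidity before absorbance at 600 nm was measured.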
PTHR1 agonist = activates the human parathyroid hormone receptor PTHR1 | Potency, µM (doses to about 115 µM), inactives show at the top dose activation, actives largely listed as activators | AID 743266 | hit rate 0.075% among 410,000 | HEK293 GP2 PTHR1 cells, GloSensor cAMP luminescence, 1 h | Q03431; note: potency is the fitted concentration of half-maximal effect; nearly all actives have a fitted effect of over 55% in size; some results filed as inactive show a strong effect at the top dose; inactives centre near -15; many of its hits are not listed in these tables
Target sequence (Q03431 whole entry, looked up): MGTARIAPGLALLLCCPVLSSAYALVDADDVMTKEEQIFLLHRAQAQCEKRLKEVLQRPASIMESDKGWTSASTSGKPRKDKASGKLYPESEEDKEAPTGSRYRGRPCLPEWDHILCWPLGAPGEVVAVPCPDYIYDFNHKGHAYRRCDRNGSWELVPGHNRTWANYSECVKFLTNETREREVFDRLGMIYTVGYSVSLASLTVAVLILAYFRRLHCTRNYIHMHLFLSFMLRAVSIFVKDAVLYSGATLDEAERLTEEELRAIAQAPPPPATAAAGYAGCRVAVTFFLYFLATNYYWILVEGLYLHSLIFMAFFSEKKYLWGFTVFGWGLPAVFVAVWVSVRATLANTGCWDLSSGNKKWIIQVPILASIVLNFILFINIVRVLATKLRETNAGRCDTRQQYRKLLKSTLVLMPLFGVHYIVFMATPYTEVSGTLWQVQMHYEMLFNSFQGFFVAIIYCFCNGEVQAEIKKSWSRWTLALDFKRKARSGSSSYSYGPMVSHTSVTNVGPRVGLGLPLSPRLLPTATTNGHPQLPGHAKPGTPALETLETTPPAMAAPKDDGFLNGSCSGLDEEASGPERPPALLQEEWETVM
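HEK-293-derived GP2 cells expressing PTHR1 and a GloSensor cAMP reporter, 3,000/well, plated overnight, given luciferin plus IBMX (each 0.5 mM as added) for 1 h at 37 °C, then compound for 1 h at 37 °C. Luminescence was read after 15 min at room temperature.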
* = called active by the depositor; i = inactive; ? = inconclusive; . = no result given; [ ] = another dose, or the depositor's remark. Unless noted, calls come from the whole dose curve; as a rule, active = well fitted curve in the direction sought with a large enough effect; inconclusive = small, poorly fitted or top-dose-only effect, or another doubt; inactive = no such curve, though single readings can be large; an effect the other way counts as inactive or inconclusive. An excerpt. The share of hits here may be higher or lower than overall.

Each structure is followed by: GLP-1R inv ag	GLP1R ag	TDP43 rescue	DRD3 antagonist	Abeta rescue	pAkt inh	aSyn yeast inh	FUS yeast rescue	PTHR1 agonist
- CCc1ccc2nc(Nc3nc(COC)cc(=O)[nH]3)nc(C)c2c1
    65%[activator]	13%	-8%	11	-10%	i	0%	-3%	-28%[57.5 µM]
- CC(O)(c1ccc(F)c(F)c1)c1nc(-c2ccoc2)cs1 (stereo not given)
    10%	-4%	0%	-25	3%	i	0%	-5%	-6%
- O=C(Nc1cccc(Cl)c1)OCCOCCOC(=O)Nc1cccc(Cl)c1
    ?	16%	30%	-13	?	i	?	17%	-24%
- O=C(CCN1C(=O)c2ccc([N+](=O)[O-])cc2C1=O)Nc1nccs1
    -12%	0%	17%	10	0%	i	1%	-12%	-1%
- O=C(COc1ccc(Cl)cc1)Nc1ccc(NC(=O)c2ccco2)cc1
    -4%	-1%	17%	6	-20%	i	-3%	-13%	-17%
- C=C(Cl)COC(=O)[C@H]1C2C=CC(C2)C1C(=O)O (stereo not given in full)
    2%	1%	0%	6	2%	i	14%	17%	i
- COc1ccccc1NC(=O)Nc1ccnn1C1CCN(C(=O)c2ccccn2)CC1
    15%	0%	15%	7	13%	i	2%	16%	-33%[inhibitor]
- NC(=O)c1ccc(C(F)(F)F)n(Cc2cccc(Cl)c2)c1=O
    -8%	7%	19%	14	8%	i	18%	5%	-8%
- COc1ccc(-n2ncc3c(NCCCOC(C)C)ncnc32)cc1
    4%	.	?	.	-19%	.	.	12%	-77%[inhibitor]
- CC(=O)c1c(C)[nH]c(C(=O)Nc2cc(F)ccc2C)c1C
    13%	3%	27%	-1	0%	i	-4%	-7%	-9%
- O=C(c1ccc(Cl)c(S(=O)(=O)N2CCCC2)c1)N1CCN(c2ccccc2F)CC1
    ?	15%	-1%	-4	1%	i	14%	28%	-34%[inhibitor]
- O=C(NCC1CCCO1)c1cc(C(=O)c2ccc(Cl)cc2Cl)c[nH]1 (stereo not given)
    -28%	-2%	-1%	0	-4%	i	1%	-24%	i
- COc1ccc(Cl)cc1NC(=O)CN1CCCC1
    7%[7.66 µM]	-1%	13%[9.22 µM]	?	0%	i	1%	-7%	-14%
- Cc1ccc(OS(=O)(=O)c2ccc(N3C(=O)CCC3=O)cc2)cc1
    -8%	6%	27%	-6	13%	i	10%	-9%	-51%[inhibitor]
- Cn1c(SCc2ccccc2Cl)nc2c1c(=O)[nH]c(=O)n2C
    60%[activator]	-1%	3%	-23	-1%	i	-4%	-3%	i
- O=C(C1CCCC1)N1CCN=C1SCc1cccc([N+](=O)[O-])c1
    ?	1%	?	-10	-23%	i	1%	-9%	-7%
- O=C(CCCCn1c(=O)[nH]c2ccsc2c1=O)N1CCN(c2cccc(C(F)(F)F)c2)CC1
    ?	-3%	9%	.	-7%	.	.	40%	-20%
- COc1ccc(CCn2c(-c3ccc(Cl)cc3)n[nH]c2=S)cc1OC
    9%	5%	2%	13	6%	i	10%	-3%	-2%
- O=[N+]([O-])c1c(C(Cl)Cl)nn(-c2ccccc2)c1N1CCOCC1
    ?	6%	18%	-15	-1%	i	-4%	4%	i
- Cc1ccc(CCNC(=O)CCN2N=C(c3ccc(C)cc3)CCC2=O)cc1
    -18%	.	25%	.	-12%	.	.	28%	-3%
- Cc1ccc(S(=O)(=O)Nc2c(C)nn(C)c2C)c(C)c1
    3%	-1%	-22%	-7	-12%	i	0%	37%	-17%
- Cc1cc(S(=O)(=O)Cc2noc(-c3c(C)noc3C)n2)c(C)cc1Cl
    ?	13%	8%	-5	2%	i	2%	5%	-52%[inhibitor]
- O=C(O)C1(c2ccccc2)CCN(S(=O)(=O)c2ccccc2)CC1
    19%	-3%	22%	-5	3%	i	4%	-7%	i
- CC(C)(O)C#Cc1ccc(CN2CCC(n3nccc3NC(=O)C3CC3)CC2)cc1
    9%	-3%	-11%	-6	-1%	i	2%	15%	-23%
- CN(C(=O)C1CCCCC1)C1(C)CCS(=O)(=O)C1 (stereo not given)
    5%	12%	-2%	0	4%	i	12%	-10%	i
- COC(=O)c1ccc(NC(=O)c2cccc(OC)c2)cc1
    1%	0%	8%	20	-40%[inhibitor]	i	-17%	7%	i
- COCCN1Cc2cccc(C(=O)NCc3cccnc3)c2C1=O
    5%	2%	11%	11	6%	i	-1%	0%	-1%
- Cc1cc(C)c(S(=O)(=O)NCC(=O)NCc2cc(=O)n(C)c(=O)n2C)c(C)c1
    12%	-4%	-25%	-22	6%	i	-2%	-10%	i
- O=C(COC(=O)CN1C(=O)C(=O)c2ccccc21)OCN1C(=O)c2ccccc2C1=O
    11%	-6%	-5%	-20	7%	i	4%	.	i
- C=CCn1c(SCC(=O)c2cccs2)nnc1-c1cccc(OC)c1
    2%	1%	12%	-18	-14%	i	19%	10%	15%[57.5 µM]
- CC(=O)O/N=C(/c1nonc1N)N(C)C
    15%	5%	2%	2	1%	i	-2%	-3%	i
- CC(C)Cn1c(-c2csc3ccccc23)n[nH]c1=S
    -28%	0%	0%	12	-37%[inhibitor]	i	8%	.	i
- O=C(NNC(=O)c1cc2ccccc2[nH]1)OCc1ccccc1
    .	-8%	.	.	0%	.	.	1%	i
- O=C(c1ccc(N2CCCC2=O)cc1)N1CCN(c2ccccc2Cl)CC1
    ?	-8%	16µM*	6	-13%	i	5%[1.84 µM]	34%	-28%
- Cc1cc(C(=O)NCc2ccco2)sc1C
    -17%	-1%	19%	1	10%	i	0%[1.84 µM]	-4%	-15%
- CN1C[C@@H]2[C@@H]3C(=O)N(C)C(=O)[C@@H]3[C@](C)(C1=O)N2C(=O)c1ccc(Br)cc1
    3%	0%	2%	-8	-4%	i	-1%	-10%	-14%
- Cc1ccc(/C([O-])=C(/C(=S)NCc2ccccc2)[n+]2ccccc2)cc1[N+](=O)[O-]
    12%	-2%	.	3	1%	i	-6%	63%	-20%
- COc1ccc(CN2CC(=O)N(c3ccc(Cl)cc3)C2=S)cc1OC
    3%	9%	4%	15	5%	i	-8%	20%	-20%
- CC(=O)N(C(C)=O)c1c(C#N)c(C)n(-c2ccccc2)c1C(=O)c1ccccc1
    5.6µM*	-12%	12%	18	19%	i	10%	-8%	-11%
- Fc1cccc(CN2CCN3CCCC3C2C2CCCCC2)c1 (stereo not given)
    ?	-14%	4%	?	-8%	i	-4%	0%	-1%
- Cc1ccc(C)c(NC(=O)CSc2nc3c(oc4ccccc43)c(=O)n2-c2ccccc2)c1
    1%	-1%	0%	11	1%	i	1%	.	-31%[inhibitor]
- O=c1[nH]c2ccc(NCc3ccc(OCc4ccccc4Cl)cc3)cc2[nH]1
    7%	3%	?	32	2%	i	6%	16%	-28%
- CCN(CC(=O)NCc1ccc(F)cc1)CC(=O)Nc1cc(S(=O)(=O)N(C)C)ccc1C
    -13%	-8%	6%	7	4%	i	-12%	12%	-33%[inhibitor]
- Cc1cccc(N2CCCn3c2nc2c3c(=O)[nH]c(=O)n2C)c1
    -17%	9%	13%	-14	-3%	i	-2%	-14%	i
- Cc1cc(C)cc(-c2nnc(SCC(=O)NCc3cccs3)o2)c1
    -10%	-2%	-6%	14	6%	.	9%	30%	i
- CCn1c(CSCc2ccc(Cl)cc2)n[nH]c1=S
    ?	-4%	?	-26	?	i	-4%	-7%	?
- C=CCc1ccccc1OCC(O)CN1CCN(c2ccc(C)cc2)CC1 (stereo not given)
    ?	3%	-15%	-59*	4%	i	9%	22%	i
- O=C(C1CCCCN1S(=O)(=O)c1ccccc1)N1CCCCC1 (stereo not given)
    18%	-4%	-21%	7	-3%	i	-14%	27%	-5%[57.5 µM]
- Cc1ccc(S(=O)(=O)N2CCN(C(=O)COC(=O)CNC(=O)c3ccccc3F)CC2)c(C)c1
    8%	-6%	-18%	-5	-17%	i	0%	2%	0%
- CCN(C(=O)COC(=O)CSc1cc(C)c2ccccc2n1)c1ccccc1
    -3%	0%	?	19	11%	i	1%	20%	-15%
- CCCOc1ccc(NC(=O)CC2C(=O)N(c3ccc(F)cc3)C(=O)N2CC(C)C)cc1 (stereo not given)
    -12%	.	2%	.	-3%	.	.	-2%	i
- COc1ccc(NC(=O)/C=C2\SC(=O)NC2=O)cc1
    17%	5%	17%	-3	1%	i	-4%	16%	-31%[inhibitor]
- COc1cc(N2C(=O)CSC23C(=O)N(Cc2cccc(F)c2)c2ccccc23)cc(OC)c1OC (stereo not given)
    12%	3%	11%	.	-9%	.	-4%	20%	-4%
- NC(=O)C1CCN(C(=O)COCc2cc(-c3ccc4c(c3)OCO4)on2)CC1
    13%	4%	-6%	-4	-11%	i	-6%	11%	-16%
- C/C=C(\C)C(=O)Nc1cccc(C2=NOC3(C2)C[C@H](C(N)=O)N(C(=O)CC#N)C3)c1 (stereo not given in full)
    19%	-2%	0%	55	-7%	i	-1%	1%	-16%
- O=C(CSc1ncnc2ccccc12)Nc1ccc2c(c1)OCCO2
    -1%	14%	-9%	8	-8%	i	-4%	11%	-20%
- O=C(CCn1[nH]c(=O)c2ccccc2c1=O)OC1CCCCC1
    0%	-2%	-8%	-16	-19%	i	-16%	10%	i

Taken from above:
Entry for `O=c1[nH]c2ccc(NCc3ccc(OCc4ccccc4Cl)cc3)cc2[nH]1` under aSyn yeast inh: 6%
Entry for `NC(=O)C1CCN(C(=O)COCc2cc(-c3ccc4c(c3)OCO4)on2)CC1` under Abeta rescue: -11%
